# Rin1-Abl PPI inh = blocks binding of human Rin1 to Abl; P00519+Q13671; TR-FRET Rin1/Abl binding, biochemical; inhibition, % at 7.35 µM; hit rate 0.4% among 360,000; AID 588664; in the data active = inhibition above about 5%, passing the limit was not always enough
# SUMO1 PPI mod = SUMO1-SIM interaction modulation; inhibition, % at 20 µM; SUMO1 binding to a labelled peptide, TR-FRET, 1 h; AID 602429; hit rate 0.33% among 360,000; in the data active = inhibition above about 37%
# Rpn11 block = inhibitors of human proteasome Rpn11. human 26S proteasome, Ub4-pepOG fluorescence polarization; 20S core pre-blocked with epoxomicin. calls only at 20 µM. hit rate 0.59% among 360,000. AID 588493;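 active = inhibition at 20 µM, scaled to each plate's controls, above about 33%, limit read from the data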
# LMPTP inh = LMPTP (human) inhibition; inhibition, % at 20 µM; recombinant LMPTP-A, OMFP fluorogenic substrate, fluorescence intensity; hit rate 0.22% among 360,000; AID 651560;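 active = compounds that cut the enzyme signal by at least half of the control window in the single-dose screen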;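 also: plate controls were DMSO wells with enzyme plus substrate for no effect and substrate without enzyme for full effect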
#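 material = LMPTP-A | quantity = 0.625 nM enzyme | reagent = OMFP substrate, 400 µM final | buffer or medium = Bis-Tris pH 6.0, DTT, detergent | detection = endpoint fluorescence intensity from OMFP dephosphorylation | dosing = single 20 µM dose | read-out basis = % inhibition relative to no-enzyme and uninhibited control wells | control set = no-enzyme and uninhibited controls | timing = 50 min at room temperature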
# NadD block = blocks S. aureus nicotinate mononucleotide adenylyltransferase | purified NadD enzyme, colorimetric absorbance read-out | inhibition, % at 20 µM | hit rate 0.78% among 360,000; in the data active = inhibition above about 26%; also: some compounds past the cut are filed as inactive
# CSN inh = blocks human CSN-mediated cullin deneddylation | Q92905 | inhibition, % at 12.5 µM | Purified CSN, SCF-Nedd8-OG deneddylation, fluorescence polarization | hit rate 0.38% among 360,000 | AID 651999;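 active = pattern-corrected inhibition above about 35%, with an unprinted fluorescence ratio check between 0.5 and 1.5, limit read from the data, passing the limit was not always enough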;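 also: 0% = enzyme with substrate and 100% = substrate without enzyme; some results filed as inactive read as strong as hits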
#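 Material: purified human Csn5 enzyme expressed in HEK293T cells / Medium: Tris buffer pH 7.5, NaCl, DTT, Tween-20, trehalose, ovalbumin / Compound dosing: 12.5 µM single point / Schedule: 90 min incubation of compound, enzyme and substrate at room temperature / Signal: fluorescence polarization of the substrate / Control set: no-enzyme wells high, enzyme-with-substrate wells low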
# Scp-1 inhibitor = blocks human Scp-1 phosphatase activity; Q9GZU7; Recombinant Scp1, phosphopeptide, malachite green phosphate absorbance; inhibition, % at 20 µM; hit rate 0.88% among 340,000;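 active = inhibition above about 50% at 20 µM, limit read from the data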;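 also: plate controls were DMSO wells with enzyme for no effect and wells lacking enzyme for full effect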
#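 System: truncated SCP-1 phosphatase (76-261aa); medium: Tris acetate buffer pH 5.5 with MgCl2 and Tween-20; incubation: 45 min room-temperature reaction, 5 min colour, 30 min stabiliser; compound: single 20 µM dose, 1% DMSO; reagent: Phosphorylated 17-residue peptide substrate; read-out: % inhibition at 20 µM; technique: colorimetric free-phosphate detection, absorbance 630 nm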
# Neddyl block = blocks human cullin neddylation. TR-FRET cullin neddylation, biochemical. calls only at 25 µM. hit rate 0.58% among 360,000; in the data active = inhibition above about 36%
# STEP block = inhibitors of human striatal-enriched phosphatase STEP | P54829 | recombinant STEP, OMFP fluorogenic substrate, fluorescence | inhibition, % at 20 µM | hit rate 0.25% among 360,000;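 active = inhibition at 20 µM, scaled per plate between control wells, above about 37%, limit read from the data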;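 also: 0% = DMSO with enzyme and substrate and 100% = substrate only without enzyme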
#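 Test system: STEP tyrosine phosphatase / Reagent: OMFP at 25 µM / Doses: 20 µM, 1% DMSO / Read-out: percent inhibition scaled to no-enzyme and uninhibited-enzyme controls, plate-pattern corrected / Detection: FITC-channel fluorescence of OMFP product / Medium: Bis-Tris buffer pH 6.0, 2.5 mM DTT, 0.005% Tween 20 / Schedule: 20 min at room temperature, dark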
# DNMT1 inh = DNMT1 (human) enzyme inhibition; DNMT1 molecular beacon, Hinp1I cleavage, fluorescence; hit rate 0.83% among 360,000; inhibition (reported as % activation of signal), % at 10 µM; P26358; in the data active = inhibition above about 50%
# Target sequence (P26358 504-1616 limits assumed): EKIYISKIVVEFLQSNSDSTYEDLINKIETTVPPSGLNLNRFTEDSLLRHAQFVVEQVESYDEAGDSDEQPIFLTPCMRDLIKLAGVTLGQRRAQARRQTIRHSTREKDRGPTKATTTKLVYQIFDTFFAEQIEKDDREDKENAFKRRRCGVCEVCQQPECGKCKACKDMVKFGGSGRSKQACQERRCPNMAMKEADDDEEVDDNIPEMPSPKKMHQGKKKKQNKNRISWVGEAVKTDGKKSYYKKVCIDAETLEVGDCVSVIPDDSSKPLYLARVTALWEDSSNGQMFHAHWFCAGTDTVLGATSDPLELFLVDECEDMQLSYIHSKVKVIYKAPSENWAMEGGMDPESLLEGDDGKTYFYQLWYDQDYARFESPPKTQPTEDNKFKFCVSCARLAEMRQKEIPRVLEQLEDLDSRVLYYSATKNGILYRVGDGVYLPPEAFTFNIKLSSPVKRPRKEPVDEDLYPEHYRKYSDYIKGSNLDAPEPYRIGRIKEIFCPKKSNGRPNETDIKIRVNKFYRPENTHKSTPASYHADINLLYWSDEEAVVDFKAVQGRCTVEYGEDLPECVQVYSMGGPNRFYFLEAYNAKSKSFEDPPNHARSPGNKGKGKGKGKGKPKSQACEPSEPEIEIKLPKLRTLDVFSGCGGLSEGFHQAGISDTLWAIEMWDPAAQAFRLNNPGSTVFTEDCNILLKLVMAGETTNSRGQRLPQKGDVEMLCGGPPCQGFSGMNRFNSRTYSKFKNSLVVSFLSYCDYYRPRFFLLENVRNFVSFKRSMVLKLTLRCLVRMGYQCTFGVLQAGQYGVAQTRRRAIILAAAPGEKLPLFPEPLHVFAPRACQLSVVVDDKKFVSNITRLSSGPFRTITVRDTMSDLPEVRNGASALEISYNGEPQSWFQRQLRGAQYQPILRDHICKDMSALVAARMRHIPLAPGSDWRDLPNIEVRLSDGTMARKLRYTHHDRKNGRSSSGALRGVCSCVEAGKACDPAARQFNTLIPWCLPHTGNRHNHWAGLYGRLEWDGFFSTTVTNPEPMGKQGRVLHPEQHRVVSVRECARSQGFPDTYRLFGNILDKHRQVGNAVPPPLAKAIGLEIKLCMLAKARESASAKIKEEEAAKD
# Starred values were filed as active, the others as inactive; i = inactive; . = no result given; + = active, no number.
SMILES	Rin1-Abl PPI inh	SUMO1 PPI mod	Rpn11 block	LMPTP inh	NadD block	CSN inh	Scp-1 inhibitor	Neddyl block	STEP block	DNMT1 inh
COc1cccc(C(=O)Nc2cccc(NC(=O)c3ccccc3Cl)c2)c1	1.6	0.1	i	0.0	-3.3	4.1	-6.2	i	0.2	-1.5
C=CCNC(=O)c1onc(CSc2ccc(Cl)cc2)c1C(=O)O	0.4	3.9	i	-2.7	-5.2	2.0	-4.4	i	-2.1	8.2
COC(=O)C(NC(=O)CCC(=O)NC(C(=O)OC)c1ccccc1)c1ccccc1 (stereo not given)	3.3	15.2	i	-0.9	-4.4	1.2	-5.8	i	0.0	5.5
C=C(C)C1CC=C(C)C(=NNC(=O)c2ccncc2)C1 (stereo not given)	-0.2	-0.4	i	-0.1	-1.5	-3.4	-7.7	i	2.2	-6.7
COc1ccc(NC(=O)CSc2nnc(Cc3cccn3C)n2-c2ccc(OC)cc2)cc1	0.7	7.5	i	1.1	3.4	1.8	-4.2	i	-1.3	-3.4
Cc1cccc(C(=O)NCC(=O)NC(C)c2ccc(-n3ccnc3)cc2)c1 (stereo not given)	3.2	-2.9	i	-0.3	-0.2	0.4	3.1	i	1.2	-5.0
CCCn1c(N)c(C(=O)CSc2nnc(C3CC3)n2Cc2ccccc2)c(=O)n(C)c1=O	0.5	1.8	i	-1.5	-2.4	-4.2	-8.1	i	-1.6	2.5
COc1cccc(-c2nnc3n2N=C(c2cc(OC)ccc2OC)CS3)c1	-2.0	5.8	i	3.3	1.7	1.5	-2.0	i	4.5	-3.9
COc1ccc([C@H]2Cc3cc(O)cc(O)c3C(=O)O2)cc1O	3.8	4.0	i	-0.9	-0.2	2.1	0.8	i	-1.2	3.6
CC(=O)N1CCC(O)(c2ccc3c(c2)OCO3)CC1	1.8	5.7	i	-1.1	-5.9	1.9	-5.0	i	-2.2	3.8
CCCCOc1ccc(C(=O)NCC(=O)NCCCn2nc(C)cc2C)cc1	1.3	0.0	i	-1.4	-5.5	-7.5	-5.7	i	-0.3	7.2
O=C(COc1ccccc1[N+](=O)[O-])Nc1cc(Cl)ccc1C(=O)O	1.4	-6.8	i	-1.3	3.0	-1.4	-8.1	i	2.0	-1.5
CCN(CC)S(=O)(=O)c1ccc(C(=O)Oc2cc(C)[nH]c(=O)c2[N+](=O)[O-])cc1	-1.6	-3.6	i	1.5	-1.3	5.4	-3.9	i	0.1	-1.2
CC1CCN(S(=O)(=O)c2ccc(Cl)cc2)CC1	1.6	0.8	i	-0.4	-3.7	1.8	-4.4	i	-2.3	0.1
O=S(=O)(Nc1ncccn1)c1ccc(F)cc1	0.2	1.4	i	-1.5	-1.9	1.4	18.0	i	-1.9	3.7
COc1ccc(CCC(=O)NCCc2ccc(Cl)cc2)cc1	3.0	-7.0	i	-0.1	0.4	2.6	-7.1	i	0.2	0.6
OCCn1c(SCCOc2ccccc2F)nc2ccccc21	2.8	15.2	i	-0.3	-11.0	-1.3	-8.7	i	-1.8	-0.2
CC(=O)/C(N=Nc1ccc(-n2ccc(C(F)(F)F)n2)cc1)=C(\C)O	-0.1	-26.0	i	0.6	-1.1	-1.8	-1.9	i	3.0	3.6
CCc1nnc(NC(=O)CSc2nc3ccc(OC)cc3[nH]2)s1	1.1	1.0	i	-0.3	-3.0	-2.6	-0.8	i	1.2	1.0
COc1ccccc1CN1CC(C(=O)NCc2ccc(C)c(F)c2)CCC1=O (stereo not given)	0.4	1.2	i	-0.8	-4.0	0.8	-1.4	i	0.8	-0.4
CC(=O)c1cccc(NC(=S)NC(=O)c2ccc(Br)cc2)c1	-5.1	-2.3	i	-1.8	-2.7	-0.6	-16.6	i	2.5	14.0
O=C(CSc1nc2cccc(F)c2c(=O)n1-c1ccccc1)Nc1ccc2c(c1)CCC2	0.0	2.4	i	1.9	3.8	-0.5	.	i	1.4	-1.4
Nc1cccc2c1C(=O)N(CC(=O)NC13CC4CC(CC(C4)C1)C3)C2=O	-1.9	-7.3	i	1.9	-3.8	-8.1	4.7	.	0.7	-7.8
O=C(O)CSc1c(-c2ccccc2)c2cc(Cl)ccc2[nH]c1=O	0.3	2.4	i	-1.0	-2.6	-10.4	15.3	i	-2.7	7.9
CCCCn1c(N)c(NCC(C)C)c(=O)[nH]c1=O	-1.6	0.5	i	-2.1	-6.8	0.0	-2.5	i	-1.6	3.4
COc1ccc(-c2nnc(SC)nc2-c2ccc(OC)c([N+](=O)[O-])c2)cc1[N+](=O)[O-]	-3.2	-22.3	+	3.0	16.4	2.2	32.9	i	-0.8	9.2
N#Cc1c(N2CCN(C(=O)c3ccccc3Cl)CC2)nc(-c2ccccc2)c2c1CCCC2	1.4	30.4	i	5.8	19.5	2.7	0.0	i	-0.6	-5.2
OC(c1ccc(OCc2ccccc2)cc1)c1nnc(-c2ccccc2)o1 (stereo not given)	2.1	1.1	i	2.2	-11.4	-4.6	-9.1	i	0.9	-6.6
O=C(Nc1cccc([N+](=O)[O-])c1)C12CC3CC(C1)CC(n1cnc([N+](=O)[O-])n1)(C3)C2	-2.1	-22.2	i	0.1	-1.8	3.9	-16.5	i	-0.1	0.7
COc1ccc(-n2nc(C(=O)NCC(=O)Nc3cc(C)ccc3OC)c3ccccc3c2=O)c(OC)c1	2.9	-3.5	i	1.5	-2.5	2.0	-3.0	i	2.2	1.8
COC(=O)[C@]1(C)N[C@H](CN(C)S(=O)(=O)c2ccccc2)[C@@H]2C(=O)N(Cc3ccccc3)C(=O)[C@@H]21	-0.1	-2.3	i	-1.5	-2.9	-4.4	9.5	i	0.4	1.1
O=C(CCNC(=O)C1CCN(S(=O)(=O)c2ccc(F)cc2)CC1)NCc1ccncc1	5.9	-5.4	i	-0.3	7.6	-1.8	-1.7	i	-1.6	-2.6
COc1ccc(OC)c(S(=O)(=O)N2CCC3(CC2)OCCN3S(=O)(=O)c2cccs2)c1	4.1	1.5	i	-0.5	-4.3	3.9	-1.2	i	-0.3	1.6
O=c1cc(-c2ccc(O)cc2)oc2c(C3O[C@H](CO)[C@@H](O)[C@H](O)[C@H]3O)c(O)cc(O)c12 (stereo not given in full)	0.4	2.3	i	0.8	1.3	0.4	11.4	i	2.0	1.6
Oc1ccccc1N1CCN(C(c2ccccc2)c2ccccc2)CC1	-0.3	4.6	i	4.5	0.4	1.0	-3.4	i	1.8	3.8
O=C(CCNS(=O)(=O)c1ccccc1F)N1CCN(Cc2ccccc2)CC1	-0.3	-2.4	i	-1.6	-6.2	2.0	-6.2	i	-2.8	1.9
c1csc(C2C3=C(Nc4ncnn42)c2ccccc2OC3)c1 (stereo not given)	-6.1	-19.9	i	-0.1	7.0	5.5	8.1	.	3.1	0.3
Cc1ccc(-c2c(C(=O)O)c(C(=O)O)c3n2CSC3)cc1	1.3	7.8	i	-1.8	-2.3	-2.2	-7.3	i	2.8	1.9
Cc1nc2ccc(NC(=O)COc3cccc(F)c3)cc2s1	-1.5	-0.9	i	-0.4	-6.4	3.3	-1.4	i	-2.9	-5.8
COc1ccccc1CNC(=O)C(=O)NCC(c1ccco1)N1CCOCC1 (stereo not given)	3.2	5.4	i	0.0	-1.1	0.8	-12.3	i	-0.9	3.2
CC1CCN(CC(=O)Nc2ccccc2-c2ccccc2)CC1	0.8	2.1	i	0.0	3.4	-4.2	1.8	i	-2.2	-0.2
O=S1(=O)CCC(SCc2nc3sccn3c2Br)C1 (stereo not given)	-2.1	-0.7	i	-0.3	3.5	0.1	-3.0	i	0.3	2.3
CCOC(=O)c1oc2ccc(S(=O)(=O)N3CCC(C)CC3)cc2c1C	-1.1	2.6	i	0.1	-5.2	-0.5	-5.3	i	-0.9	5.0
O=[N+]([O-])c1ccc2[nH]c(O)c(N=NC3CS(=O)(=O)CC3O)c2c1 (stereo not given)	-1.9	-15.3	i	-0.1	2.1	-3.0	-0.8	i	-1.5	0.3
C[n+]1ccccc1COc1ccc(C(C)(C)C)cc1	-1.9	0.4	i	0.6	-5.3	-0.9	-1.9	i	-0.8	-0.1
C=CCOC(=O)/C=C/C(=O)NC(N)=O	-1.6	-3.4	i	-1.3	-4.5	0.2	3.6	i	-2.0	-9.3
CCN(CC)C(=O)[C@H]1C[C@H](CC(=O)NCc2cccc(C(F)(F)F)c2)C(=O)N2CCc3c([nH]c4cc(CCC(=O)N(C)C)ccc34)[C@]12C	0.1	0.0	i	0.1	6.0	-3.7	6.5	i	1.0	1.9
CCN(CC)S(=O)(=O)c1ccc(NC2=NS(=O)(=O)c3ccccc32)cc1	1.2	-3.0	i	-0.9	-1.6	2.5	-13.0	i	-2.1	-2.2
CCN(CC)C(=O)c1sc2c(c1C)c(=O)n(-c1ccc(OC)cc1OC)c(=O)n2CC(=O)c1ccccc1	-1.2	0.2	i	-2.4	-0.5	7.7	-2.3	i	0.0	-1.8
CCC(=O)Nc1nc(-c2cc([N+](=O)[O-])cs2)cs1	-1.1	-5.0	i	1.3	-5.8	5.6	4.7	i	5.7	-4.3

# Later entries.
SMILES	Rin1-Abl PPI inh	SUMO1 PPI mod	Rpn11 block	LMPTP inh	NadD block	CSN inh	Scp-1 inhibitor	Neddyl block	STEP block	DNMT1 inh
CC1(C)C2CC=C(/C=N/NC(=O)c3ccc(Cl)cc3)C1C2 (stereo not given)	1.2	-5.4	i	-2.8	2.4	-7.5	-4.4	i	0.6	2.7
Cc1ccc(C(=O)NCC(=O)OCC(=O)N(CC(C)C)c2c(N)n(Cc3ccccc3)c(=O)[nH]c2=O)cc1	-2.4	5.9	i	-0.8	3.2	-0.2	1.0	i	-3.2	2.2
CCc1nc2ccc(C(=O)N(C)Cc3ccccc3)cn2c1N(C)Cc1ccc(OC)cc1	-1.3	-1.9	i	1.4	-1.3	-1.7	.	i	-1.5	-3.6
CCCN1C2CCCC1CC(NC(=O)c1ccccc1F)C2 (stereo not given)	-0.9	1.5	i	-2.5	-0.5	-2.6	5.2	i	0.1	2.5

# 3 of the entries above in order of the STEP block value, high to low.
molecule | Rin1-Abl PPI inh | SUMO1 PPI mod | Rpn11 block | LMPTP inh | NadD block | CSN inh | Scp-1 inhibitor | Neddyl block | STEP block | DNMT1 inh
CCCN1C2CCCC1CC(NC(=O)c1ccccc1F)C2 (stereo not given) | -0.9 | 1.5 | i | -2.5 | -0.5 | -2.6 | 5.2 | i | 0.1 | 2.5
CCc1nc2ccc(C(=O)N(C)Cc3ccccc3)cn2c1N(C)Cc1ccc(OC)cc1 | -1.3 | -1.9 | i | 1.4 | -1.3 | -1.7 | . | i | -1.5 | -3.6
Cc1ccc(C(=O)NCC(=O)OCC(=O)N(CC(C)C)c2c(N)n(Cc3ccccc3)c(=O)[nH]c2=O)cc1 | -2.4 | 5.9 | i | -0.8 | 3.2 | -0.2 | 1.0 | i | -3.2 | 2.2
